AGP1-GFP MLPCN: alters AGP1-GFP fluorescence in TOR pathway yeast screen. S. cerevisiae AGP1-GFP multiplex flow cytometry, 3 h; GFP as percent of DMSO wells. GFP response vs DMSO, % at 10 µM. actives 0.02% (n = 320,000). AID 2066;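 active means GFP response relative to DMSO above a set limit, near screen average plus 3 SD, cut at about 150% in these data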;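 further: median GFP channel fluorescence of the gated AGP1 strain per well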
GRK2 inh: inhibitors of human GRK2 displacing RNA aptamer | inhibition of aptamer binding, % at 10 µM | actives 0.59% (n = 330,000) | bead flow cytometry, FAM-aptamer displacement from GRK2 | P25098 | AID 488847;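 active means inhibition of aptamer binding above 40%, roughly 3 SD of noise, on plates passing a quality check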;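 further: median bead fluorescence of bound FAM aptamer so fluorescent compounds give negative values; no value below 0 was filed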
VLA-4 inh: inhibition in a human VLA-4 binding assay | VLA-4 expressing cells, ligand binding flow cytometry | inhibition, % (about 7 µM as worked out from the volumes in the protocol) | P13612 | actives 0.2% (n = 330,000) | AID 2557; in the data active means inhibition above about 50%
MCL1-BIM inh: MCL1-BIM-BH3 interaction inhibition (human); Q07820; actives 0.68% (n = 320,000); AID 2057; inhibition, % at 10.9 µM; GST-MCL1 / FITC-Bim-BH3 fluorescence polarization;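 active means inhibition above the mean inhibition of all tested compounds plus 3 SD, set per campaign, cut at about 40% in these data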;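 further: 0% = DMSO wells and 100% = unlabeled Bim-BH3 peptide control; higher means more loss of mP so more displacement of Bim peptide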
Target sequence (Q07820 whole entry, looked up): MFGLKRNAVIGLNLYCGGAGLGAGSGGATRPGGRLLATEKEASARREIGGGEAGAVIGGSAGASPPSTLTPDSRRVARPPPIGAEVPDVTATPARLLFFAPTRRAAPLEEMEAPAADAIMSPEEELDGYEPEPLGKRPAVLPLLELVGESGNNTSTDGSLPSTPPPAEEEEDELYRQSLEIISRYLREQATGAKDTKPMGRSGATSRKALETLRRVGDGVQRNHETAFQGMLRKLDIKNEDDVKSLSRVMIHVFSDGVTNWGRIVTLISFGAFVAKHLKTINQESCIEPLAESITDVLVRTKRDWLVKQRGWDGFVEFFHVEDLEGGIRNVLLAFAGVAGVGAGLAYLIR
MEX-5 binding: C. elegans MEX-5 TCR-2 RNA binding activity. Q9XUB2. MEX-5/FITC-TCR2 RNA binding, fluorescence polarization; stronger effect = lower value. activity score (negative = inhibition of binding), % at 10 µM. actives 0.38% (n = 300,000). AID 1832;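 active means inhibition past about -25% in most replicates, and total fluorescence under double the plate's negative control median, limit read from the data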;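 further: 0% = DMSO and -100% = 5 µM competing unlabeled TCR2 RNA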
GLD-1 RNA inh: GLD-1-TGE RNA interaction inhibition (C. elegans) | Q17339 | purified GLD-1 + fluorescein TGE RNA, fluorescence polarization | inhibition, % at 5.96 µM | actives 0.44% (n = 320,000);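 active means percent inhibition above a per-plate cutoff, the plate mean of test compounds plus 3 SD, cut at about 30% in these data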;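 further: 0% = DMSO wells with GLD-1 and probe and 100% = wells lacking GLD-1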
Target sequence (Q17339 whole entry, looked up): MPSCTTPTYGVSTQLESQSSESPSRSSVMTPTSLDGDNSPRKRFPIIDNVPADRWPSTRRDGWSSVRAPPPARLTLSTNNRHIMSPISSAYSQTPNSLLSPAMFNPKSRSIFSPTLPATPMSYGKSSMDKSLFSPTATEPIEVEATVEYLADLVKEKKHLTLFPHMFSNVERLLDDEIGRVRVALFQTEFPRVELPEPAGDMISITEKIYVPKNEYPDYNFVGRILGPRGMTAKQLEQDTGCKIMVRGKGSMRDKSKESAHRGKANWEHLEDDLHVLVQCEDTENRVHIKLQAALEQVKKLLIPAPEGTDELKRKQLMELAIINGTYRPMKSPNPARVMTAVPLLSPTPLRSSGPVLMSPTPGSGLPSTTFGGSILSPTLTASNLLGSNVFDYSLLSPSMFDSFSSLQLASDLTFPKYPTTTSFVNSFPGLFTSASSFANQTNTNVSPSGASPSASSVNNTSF
CR mimetic SO: caloric restriction mimetics inhibiting age-related superoxide in yeast; S. cerevisiae aged cells, superoxide DHE fluorescence; stronger effect = lower value; superoxide response (% of plate mean), % at 10 µM; actives 0.18% (n = 330,000); AID 2690;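 active means superoxide response under a set limit, about three screen SD below normal, cut at about 65% in these data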;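 further: yeast aged for seven days with compound at 30 °C before DHE staining; 100% = average MFI of all compound-treated wells on the plate with controls excluded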
BCLXL inh: blocks human Bcl-xL binding to Bim BH3 peptide; Q07817; GST-Bcl-xL / FITC-Bim BH3 peptide fluorescence polarization; inhibition, % at 10.9 µM; actives 0.7% (n = 320,000);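 active means inhibition above the mean of all tested compounds plus 3 SD, cutoff set per campaign, cut at about 30% in these data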;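 further: 0% = DMSO wells and 100% = unlabeled Bim-BH3 peptide competitor; inhibitors lower millipolarization by displacing the labeled peptide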
Target sequence (Q07817 whole entry, looked up): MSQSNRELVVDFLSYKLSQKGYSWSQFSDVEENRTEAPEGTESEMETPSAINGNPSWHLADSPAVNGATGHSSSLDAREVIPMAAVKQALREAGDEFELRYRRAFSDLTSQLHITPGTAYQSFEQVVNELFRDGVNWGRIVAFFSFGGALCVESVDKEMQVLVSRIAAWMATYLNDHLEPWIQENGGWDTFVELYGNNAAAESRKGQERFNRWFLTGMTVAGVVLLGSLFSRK
CIT2 TOR yeast: modulators of TOR pathway CIT2-GFP in S. cerevisiae; S. cerevisiae CIT2-GFP strain, flow cytometry, 3 h; 100 means same as DMSO wells; GFP response vs DMSO, % at 10 µM; actives 0.065% (n = 320,000); AID 2029;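 active means GFP response relative to DMSO above a set limit, near the screen mean plus 3 SD, cut at about 150% in these data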;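 further: ratio of well median GFP fluorescence to mean of DMSO wells on the plate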
* = called active by the depositor; . = not tested or not shown.

SMILES	AGP1-GFP MLPCN	GRK2 inh	VLA-4 inh	MCL1-BIM inh	MEX-5 binding	GLD-1 RNA inh	CR mimetic SO	BCLXL inh	CIT2 TOR yeast
Cc1cccc(-n2nnnc2SCC(=O)NCCN2C(=O)CSC2=O)c1	101	0	0	1	-0.6	3	94	4	94
Cc1cc(C)c(C(=O)CSc2nc(C)cc(=O)[nH]2)c(C)c1	95	2	7	5	2.3	-4	106	5	97
CCC(C)N(C(=O)c1csnn1)C(C(=O)NCc1ccc(F)cc1)c1ccccc1F (centres undefined)	103	0	11	1	1.3	0	98	3	111
Cc1ccc(CONC(=O)c2cccc([N+](=O)[O-])c2)cc1	102	43*	31	-3	.	6	114	3	103
Cc1cccc(Nc2nnc(SCC(=O)Nc3ccc(C(=O)O)cc3)s2)c1	95	0	0	-2	.	4	89	0	105
CNC(=O)c1c(NC(=O)C2=COCCO2)sc(C)c1C	110	0	-1	2	-1.0	-4	105	0	108
CC1(C)Oc2ccc3ccc(=O)oc3c2/C(=N/O)C1=O	93	0	4	-2	-1.1	-9	96	0	101
Fc1ccc(C(c2nnnn2Cc2cccs2)N2CCN(c3ccccc3)CC2)cc1 (centres undefined)	98	1	3	8	2.9	-4	99	4	97
COCCCn1c(=O)c2sccc2n(Cc2cccc(C)c2)c1=O	97	2	13	4	-3.4	-5	99	1	94
CCCOc1nc2c(c(=O)n(C)c(=O)n2C)n1CCC	105	0	3	8	-0.4	-2	95	7	97
CC(C)CNS(=O)(=O)c1ccc2c(c1)OCCO2	101	3	-9	4	0.0	-3	96	3	114
COc1cccc(CNS(=O)(=O)c2ccc3c(c2)oc(=O)n3C)c1	99	1	-42	-14	-2.3	-7	89	-3	110
Cc1ccc(S(=O)(=O)N2CCC(C(=O)OCc3ccccc3)CC2)cc1C	104	2	6	-1	-0.5	-2	106	-11	101
COC(=O)CCCC1=CC2=CC(=O)C(C)(OC(=O)c3cccs3)C(=O)C2=CN1Cc1ccco1 (centres undefined)	85	4	18	17	-4.1	10	111	9	101
COc1ccccc1N1CCN(C(=O)C(=O)c2c[nH]c3ccccc23)CC1	98	3	10	4	0.1	1	115	5	101
COc1cccc(NC(=O)c2ccc3c(c2)N(CC(=O)N2CCOCC2)C(=O)C(C)(C)O3)c1	94	0	4	-4	-0.8	3	108	2	114
O=S(=O)(c1cc(Cl)ccc1Cl)N1CCCC1	90	0	14	0	-1.2	4	93	3	89
CCCN(CC(=O)Nc1ccccc1OC)C(=O)c1nc2nc(C)ccn2n1	93	0	-19	.	.	6	105	.	96
Cc1cccc2c1nc(-c1ccccc1)n1nnnc21	114	0	-4	3	1.1	6	92	6	110
NC(=O)N/N=C/c1cccc(OCc2ccc(F)cc2)c1	103	0	1	13	-3.3	-2	111	3	104
COc1ccc(-c2[nH]ncc2CN2CCN(C(=O)c3cccs3)CC2)c(F)c1	95	0	26	3	3.8	0	94	3	96
CCC(=O)Nc1ccc(C2=Nn3c(nnc3C(C)C)SC2)cc1	99	3	16	-5	-2.7	-1	100	2	100
CCOCCCNC(=O)C1CCCN1C(=O)Nc1ccccc1[N+](=O)[O-] (centres undefined)	104	1	1	-1	.	3	114	-2	102
C/C(=N\NC(=O)CNC(=O)c1ccccc1Br)c1ccco1	111	0	2	0	2.8	-3	95	4	101
CC1(C(=O)NCCN2CCOCC2)C=CCN1C(=O)c1ccccc1 (centres undefined)	83	1	-1	0	-3.0	0	101	-2	76
Cc1ccc(/C=N/NC(=O)Cn2nnc(N)n2)cc1	100	1	20	-2	-0.4	5	103	9	100
O=C(CN1CCN(c2cccc(Cl)c2)CC1)Nc1ccc([N+](=O)[O-])cc1C(=O)Nc1ccccc1F	97	1	4	-2	2.3	1	99	2	96
O=c1oc2cc(Cl)ccc2n1CSc1nc2ccccc2s1	106	0	-9	-1	2.3	3	107	3	106
CCCC(=O)Nc1ccc2c(c1)nc1n2CCOC1	98	0	2	-6	2.1	1	101	0	90
Cc1nn(-c2ccc(C(=O)O)cc2)c(=O)c2ccccc12	101	3	2	-1	-2.0	-5	99	0	100
CC(C)(C)NCCOCCOc1ccccc1-c1ccccc1	105	0	5	-16	-2.7	-11	104	-3	108
CCOC(=O)C(NC(=O)c1cccc(Cl)c1)(OCc1ccc(F)cc1)C(F)(F)F (centres undefined)	103	0	-17	1	1.4	0	98	3	107
CO/N=C(/CS(=O)Cc1ccccc1Cl)c1ccc(Cl)cc1Cl (centres undefined)	95	2	-6	-1	1.6	1	106	5	98
O=C(NCCOc1ccccc1)c1ccccc1	94	0	8	4	-1.3	5	102	-2	97
COc1ccccc1C(=O)NNC(=O)Cc1ccccc1	92	2	20	-1	-0.3	7	104	1	95
CCCCC1OC23CCCCC2C(C#N)(C(=N)O3)C1(C#N)C#N (centres undefined)	70	0	6	78*	0.8	54*	109	78*	93
O=C(c1cccs1)N1CCN(C(=O)C2CCCO2)CC1 (centres undefined)	96	3	7	5	0.9	-3	96	7	99
COc1ccc(S(=O)(=O)/C(C#N)=C/Nc2cccc(OC)c2)cc1	107	0	7	-2	0.1	-4	127	1	106
CC(Oc1ccc(Cl)cc1Cl)C(=O)Nc1ccc(N2CCN(C)CC2)cc1 (centres undefined)	104	1	12	-5	1.0	4	99	1	99
CCOC(CNC(=O)C(=O)NCC(c1ccco1)N1CCN(c2ccc(OC)cc2)CC1)OCC (centres undefined)	106	2	0	4	1.0	1	96	0	97

Some entries already given, showing only MCL1-BIM inh, VLA-4 inh and AGP1-GFP MLPCN.
Structure,MCL1-BIM inh,VLA-4 inh,AGP1-GFP MLPCN
COc1ccccc1C(=O)NNC(=O)Cc1ccccc1,-1,20,92
CCCCC1OC23CCCCC2C(C#N)(C(=N)O3)C1(C#N)C#N (centres undefined),78*,6,70

(listing goes on)
SMILES	AGP1-GFP MLPCN	GRK2 inh	VLA-4 inh	MCL1-BIM inh	MEX-5 binding	GLD-1 RNA inh	CR mimetic SO	BCLXL inh	CIT2 TOR yeast
COc1ccccc1N(C)S(=O)(=O)c1ccc(C)c(C(=O)NCc2ccccn2)c1	98	2	-3	7	.	7	82	7	97
CSc1nc(-c2ccco2)nn1C(=O)CCc1ccccc1	94	1	54*	2	-2.6	5	86	7	99
Cn1c(=O)c2c(nc(SCC(=O)N3CCCCCC3)n2C)n(C)c1=O	95	1	-2	6	0.9	-1	103	1	86
O=C(O)c1cc(Cl)c(Cl)cc1C(=O)Nc1cccnc1	96	1	9	-5	2.1	5	117	3	95
CCOc1ccc(CN(C)C(=O)CNC(=O)c2cc(OC)c(OC)c(OC)c2)cc1	103	1	9	9	-1.8	-4	85	8	107
COc1ccc([C@H](C)NC[C@H](O)c2ccc(O)c(NC=O)c2)cc1	93	0	8	1	-2.2	4	102	1	98
O=C(c1ccc(S(=O)(=O)N2CCCCC2)cc1)N(c1ccccn1)C1CCCCC1	96	0	0	4	-0.3	0	107	-1	113
O=C(COc1ccc(S(=O)(=O)Nc2ccccc2)cc1)N1CCOCC1	96	0	16	-1	2.9	0	109	4	96
O=C(NCc1ccco1)c1cc(-c2cccs2)on1	78	3	-4	-2	2.3	-1	70	2	71
CCc1ccc(S(=O)(=O)n2c(C)nc3ccccc32)cc1	106	2	10	-1	1.8	2	102	5	109
Cc1cc(OCc2cn3cccnc3n2)ccc1Cl	101	0	15	11	-0.2	4	108	8	108
O=c1[nH]c2cccnc2n1Cc1ccccc1	104	2	23	3	1.1	2	98	7	101
CC1(C)C2CCC1(C)C(OC(=O)c1ccc(O)cc1)C2 (centres undefined)	94	1	6	6	0.9	9	106	6	89
Cc1cc([N+](=O)[O-])nn1CC(=O)N1CCCc2ccccc21	.	2	18	8	0.3	7	109	5	.
COc1ccc(-c2cc(C(F)(F)F)n3nc(C(=O)N4CCOCC4)c(Cl)c3n2)cc1	101	0	15	2	1.6	-5	91	3	90
CN(CCn1ccnc1)Cc1cn(-c2ccccc2)nc1-c1ccc2c(c1)OCO2	104	0	10	2	6.4	-3	108	3	98
O=C(O)COc1ccc2oc3c(c2c1)CCCC3	97	1	4	-1	-1.0	-5	102	5	106
O=C(Nc1nc2c(s1)CCCC2=O)c1cnccn1	99	1	-1	-6	-1.4	3	86	1	104
CCOc1ccc(CCNC(=O)CCc2nc(-c3ccc(C)cc3)no2)cc1OCC	106	5	6	-1	0.6	-3	112	-4	95
CN(C)S(=O)(=O)c1ccc(NC(=O)CNc2cc(S(=O)(=O)N3CCCC3)ccc2OCC(F)(F)F)cc1	102	3	12	-6	1.5	1	94	-3	111

Structures from the list above that contain a nitro group on carbon, in the order listed:
SMILES	AGP1-GFP MLPCN	GRK2 inh	VLA-4 inh	MCL1-BIM inh	MEX-5 binding	GLD-1 RNA inh	CR mimetic SO	BCLXL inh	CIT2 TOR yeast
Cc1ccc(CONC(=O)c2cccc([N+](=O)[O-])c2)cc1	102	43*	31	-3	.	6	114	3	103
CCOCCCNC(=O)C1CCCN1C(=O)Nc1ccccc1[N+](=O)[O-] (centres undefined)	104	1	1	-1	.	3	114	-2	102
O=C(CN1CCN(c2cccc(Cl)c2)CC1)Nc1ccc([N+](=O)[O-])cc1C(=O)Nc1ccccc1F	97	1	4	-2	2.3	1	99	2	96
Cc1cc([N+](=O)[O-])nn1CC(=O)N1CCCc2ccccc21	.	2	18	8	0.3	7	109	5	.

Next section
SMILES	AGP1-GFP MLPCN	GRK2 inh	VLA-4 inh	MCL1-BIM inh	MEX-5 binding	GLD-1 RNA inh	CR mimetic SO	BCLXL inh	CIT2 TOR yeast
O=C(CN1CCN(Cc2ccccc2)CC1)Nc1ccc(S(=O)(=O)N2CCOCC2)cc1	97	0	-3	2	0.7	5	100	2	101
CC1(C)CC(NC(=O)CSc2ccccc2)CC(C)(C)N1	101	0	-19	7	0.4	-22	102	2	106
CCC1CCCCN1C(=S)NCc1ccccc1 (centres undefined)	101	4	8	12	0.3	2	110	2	98
O=Cc1cn[nH]c1-c1cccc([N+](=O)[O-])c1	95	0	-3	-3	-2.5	5	142	-2	104
COc1ccc(S(=O)(=O)CCC(=O)NC2CCCCC2)cc1	111	1	22	3	-0.1	0	97	6	103
O=C(Cn1cnc2c(nnn2Cc2ccccc2F)c1=O)OCc1ccccc1	104	82*	1	1	.	9	103	-2	102
Cc1ccc(N(CC(=O)N2CCn3c2nc2ccccc23)S(=O)(=O)c2c(C)n[nH]c2C)cc1	102	0	15	3	-1.6	1	100	6	98
CCN(CC)CCNC(=O)c1cc(-c2ccco2)nc2ccccc12	99	0	6	-2	-14	2	98	5	94
COc1ccc(S(=O)(=O)CC2(O)CCN(C(=O)C(C)(C)C)CC2)cc1	102	0	7	4	-1.0	-1	88	9	97
O=C(c1cccc(Br)c1)c1cn(-c2ccccc2)nc1C(=O)c1ccccc1	108	4	-10	-1	-0.8	6	91	2	.
CC(=O)Nc1ccc(S(=O)(=O)N[C@@H](C)C(=O)OCc2ccc(Cl)cc2)cc1	100	2	4	4	1.4	5	98	5	101
O=C(c1ccc(N2CCOCC2)cc1[N+](=O)[O-])N1CCOCC1	99	0	5	-5	-0.2	-9	104	0	99
CC(=O)Nc1ccc(N2CCc3c(C)c(C#N)c4nc5ccccc5n4c32)cc1	100	3	18	7	-14	11	112	19	98
O=C(NC(=S)Nc1ccc(N2CCOCC2)cc1)c1ccccc1	87	0	1	8	0.7	3	97	8	89
Cc1ccc(S(=O)(=O)N/N=C/c2cc([N+](=O)[O-])ccc2O)cc1[N+](=O)[O-]	89	2	3	0	-14	-10	106	7	85
COc1ccc(C(OC(=O)c2ccco2)C(=O)NC(C)(C)C)cc1 (centres undefined)	102	5	-4	0	0.8	4	88	4	96

Screens as filed in PubChem BioAssay.
